Growth percent in the NCI-60 one-dose screen (48 h, 10 µM unless noted): 100 = growth as untreated, 0 = no growth, -100 = all killed.
HOP-62 = HOP-62 NSCLC; 3.9% of 80,000 active; AID 1794735
CCRF-CEM = CCRF-CEM leukemia; 7% of 77,000 active; AID 1794778
SR = SR leukemia cells | 8.7% of 73,000 active | AID 1794780
K-562 = K-562 leukemia; 7.4% of 78,000 active; AID 1794777
RPMI-8226 = RPMI-8226 leukemia cells; 7.5% of 77,000 active
MOLT-4 = MOLT-4 leukemia cells | AID 1794779 | 6.9% of 80,000 active
MDA-MB-435 = MDA-MB-435 melanoma; 7.8% of 82,000 active
HOP-92 = HOP-92 NSCLC cells | 6.3% of 71,000 active | AID 1794738
Starred values were filed as active, the others as inactive; nt = not tested or not shown; & = joins results of further samples; ! = not active in a repeat. How the source made its calls: active means growth percent below 10; inactive means the rest.

SMILES	HOP-62	CCRF-CEM	SR	K-562	RPMI-8226	MOLT-4	MDA-MB-435	HOP-92
O=C(O)CCCc1cn(Cc2cn(CC(=O)Nc3ccc(Br)cn3)nn2)c2ccccc12	87	113	98	104	111	104	102	92
Nn1c(N/N=C/c2nc(Br)cs2)n[nH]c1=S	99	nt	99	60	114	101	94	126
CN1C(=O)C2(Nc3ccccc3-c3ccnn32)c2ccccc21 (stereo not given)	96	98	106	41	102	92	113	102
N#Cc1c(-c2cccs2)cc(-c2cnccn2)nc1OCC(=O)c1ccccc1	95	94	88	89	96	87	102	82
Cc1cc(Cl)ccc1OCC(=O)OCCC1=CCC2CC1C2(C)C (stereo not given)	101	92	100	96	105	105	118	76
CCCSc1nc(Nc2ccc(C(C)=O)cc2)c(C#N)c(-c2ccc(F)cc2)n1	37	93	86	80	101	92	91	49
CCOC(=O)c1cc(C(=O)c2cc(OC)c(OC)c(OC)c2)n2ccc(-c3ccncc3)cc12	90	90	69	99	57	115	106	66
NC(=O)N1CCN(CCCN2c3ccccc3Sc3cc(Cl)ccc32)CC1	88	83	92	80	80	85	91	nt
N#Cc1cc(-c2nc3ccccc3[nH]2)c(N)[nH]c1=O	104	54	nt	69	53	82	99	108
NS(=O)(=O)c1ccc(Nc2cc(-c3ccccc3)nc(SCC(=O)c3ccccc3)n2)cc1	106	98	101	98	94	105	93	nt
CSc1nnc(CCC(=O)Nc2c(C)cccc2C(C)(C)C)o1	109	108	117	116	119	122	105	123
CCOC(=O)CCN(CC(=O)OCC)C(C)C	97	100	90	89	108	93	102	nt
C[C@H]1[C@H]2C3=CC[C@H]4[C@@](C)(CC[C@H]5C(C)(C)c6[nH]c7ccccc7c6C[C@]45C)[C@@H]3CC[C@@]2(C(=O)n2ccnc2)CC[C@@H]1C	97	88	78	77	85	70	99	121
Cn1c2ccccc2c2c3[nH]c(=O)[nH]c(=O)c3c3c4ccccc4n(C)c3c21	38	53	14	56	33	49	36	-4.4*
Cc1ccc(C2=C/C(=C/c3ccc(-c4ccc(Cl)cc4)o3)C(=O)N2Cc2ccccc2)cc1	107	102	nt	119	94	105	98	96
C/C(=N\NC(N)=S)C(C)(C)O	104	nt	81	37	74	45	97	88
Nc1nc(NS(=O)(=O)c2ccccc2)ncc1-c1nc2ccccc2[nH]1	97	103	nt	101	104	103	101	116
CC(C)OC(=O)c1cccnc1	105	56	111	69	50	147	107	84
Cc1ccc(-n2c(-c3ccccc3)c(-c3ccccc3)c3c(SCC(=O)n4nc(C)cc4C)ncnc32)cc1	70	96	106	62	75	94	100	70
Oc1ccc(Cl)cc1-c1cc(-c2ccc(F)cc2)n[nH]1	62	nt	nt	63	28	61	83	65

Random excerpt: two records from the list.
SMILES	HOP-62	CCRF-CEM	SR	K-562	RPMI-8226	MOLT-4	MDA-MB-435	HOP-92
Cc1cc(Cl)ccc1OCC(=O)OCCC1=CCC2CC1C2(C)C (stereo not given)	101	92	100	96	105	105	118	76
Cc1ccc(C2=C/C(=C/c3ccc(-c4ccc(Cl)cc4)o3)C(=O)N2Cc2ccccc2)cc1	107	102	nt	119	94	105	98	96

New compounds follow
SMILES	HOP-62	CCRF-CEM	SR	K-562	RPMI-8226	MOLT-4	MDA-MB-435	HOP-92
COc1cccc(-c2nn(-c3ccccc3)cc2-c2ccnc(NCCNC(=O)Nc3ccccc3)c2)c1	59	55	-11*	28	39	nt	43	33
Clc1ccc(SCNc2ccccc2Cl)cc1	111	98	nt	94	nt	nt	120	108
COc1ccc2ccccc2c1[N+](=O)[O-]	95	103	93	100	95	95	105	nt
CC1(C)OC2C(O1)[C@H](c1c[nH]c3ccccc13)c1[nH]c3ccccc3c1[C@H]2c1c[nH]c2ccccc12 (stereo not given in full)	77	84	93	108	84	72	103	90
c1ccc2c(c1)Sc1ccccc1S2	nt	97	117	103	99	111	110	82
COc1cc(-c2nc(SCCC(C)C)nc(Nc3cccc(C)c3)c2C#N)cc(OC)c1OC	99	100	93	93	nt	105	103	112
CN1CCN(Cc2ccc(NC(=O)c3cncc(C#Cc4cncc5nccnc45)c3)cc2C(F)(F)F)CC1	54	58	64	10	37	37	22	-12*
Oc1cc(O)c(N=Nc2ncn[nH]2)c(O)c1	100	90	104	125	102	104	93	102
NS(=O)(=O)c1ccc(CCn2c(SCC(=O)N/N=C/c3ccccc3)nc3ccccc3c2=O)cc1	93	77	71	53	64	54	91	nt
Cc1ccc2oc(=O)cc(-c3nc4ccc([N+](=O)[O-])cc4[nH]3)c2c1	72	52	83	49	31	40	65	53
CC(=O)Nc1ccc(C(N)=O)cn1	101	79	nt	111	103	106	100	91
Cc1ccc(NC(=O)N(C)C)cc1NC(=O)N(C)C	113	nt	88	91	108	nt	113	nt
CCCCNC(=O)Cc1c(-c2ccc(OC)cc2)oc2c(OC)c3c(c(OC)c12)OCO3	104	94	84	95	97	90	101	106
CCOc1ccccc1C1N(Cc2ccc(OC)cc2)CCCN1Cc1ccc(OC)cc1	92	82	78	93	71	81	97	61
CC/C(C)=C1\NC(=O)NC1=O	109	104	98	104	nt	85	106	nt
CCCCOC(=S)SSC(=S)OCCCC	109	79	93	106	100	93	111	nt
COc1cc(-c2nn(C(=O)NCCN3CCN(C(C)=O)CC3)cc2-c2ccncc2)ccc1Cl	52	95	78	98	nt	83	88	nt
Cc1cnc(NC(=O)CNc2nnc(-c3cccnc3SCc3ccccc3)s2)s1	108	104	102	106	99	104	102	nt
O=C(/C=C/c1ccccc1)c1c[nH]c2ccccc2c1=O	24	-12*	11	11	-16*	9.8*	-18*	nt
O=C(NNc1nc(N2CCOCC2)nc(N2CCN(C(c3ccccc3)c3ccccc3)CC2)n1)c1ccccc1	95	83	83	71	74	69	101	107
O=c1[nH]c2cc(Cl)cc([N+](=O)[O-])c2c2ccc(Cl)cc12	89	91	93	120	99	95	111	72
Cc1cc(C)on1	111	96	71	102	nt	92	100	89
CCOC(=O)C1=C(C)OC(N)=C(C#N)C1c1cc2ccccc2n2nnnc12 (stereo not given)	95	80	35	78	92	80	114	81
O=C(C1CC2CCC13CCCCC23)C1CC2CCC13CCCCC23 (stereo not given)	90	106	96	95	107	102	104	101
CC1=Nc2cnc(Nc3ccc(OCCN4CCCC4)cc3)nc2Nc2ccccc21	86	86	58	40	78	35	72	43
CC(=O)[C@H]1[C@H](C)C[C@H]2[C@@H]3CC[C@@H]4C[C@@H](O)CC[C@]4(C)[C@H]3CC[C@@]21C	92	88	72	82	75	78	103	86
COC(=O)/C=C1\S/C(=N\NS(=O)(=O)c2ccc(C)cc2)N(c2ccccc2)C1=O	99	101	nt	85	106	94	102	91
C=COC(=O)CCCCCCCCC	120	nt	nt	nt	100	nt	106	99
CCOc1cc2c(=O)[nH]cnc2c(OCC)c1OCC	102	94	92	97	101	99	98	82
O=C(CN1CCOCC1)Nc1nc2c(s1)Nc1cc(Cl)c(Cl)cc1NC2=O	106	105	87	94	106	95	109	nt
N/C(=N\S(=O)(=O)c1cccc(C(F)(F)F)c1)Nc1nc2ccccc2[nH]1	79	94	nt	68	90	84	65	81
O=C(CN1CCN(c2cc(=O)n(-c3ccccc3)c3ccccc23)CC1)Nc1ccccc1[N+](=O)[O-]	85	69	91	44	nt	45	nt	40
C=CCOC(=O)CC=C	125	98	96	96	100	100	96	nt
COc1cc2oc(-c3cccc(NC(=O)[C@@H](N)Cc4ccccc4)c3)cc(=O)c2c(OC)c1OC	95	99	68	93	100	97	109	104
CCCCN1C(=O)/C(=c2\sc3n(c2=O)C2C(NN=3)N(CC)C(=O)N2CC)c2cccc(C)c21 (stereo not given)	47	19	15	15	20	45	-31*	71
Cc1nc(-c2nc(-c3ccccc3)c(-c3ccccc3)[nH]2)sc1C	119	101	103	94	104	103	102	106
O=c1c2cccc(F)c2sc2c(NCc3ccccc3)nc3ccccc3c12	94	102	70	95	nt	93	108	90
CCOC(=O)c1c(-c2ccc3c(c2)OCO3)c(C#N)c2c(C#N)c(N)nn2c1N	86	20	41	32	50	50	36	36
COc1ccc(-c2c3c(nn2Cc2ccccc2)CCc2cnoc2-3)cc1	126	88	78	81	nt	84	97	71
COc1ccc(C(C)c2cc3c(cc2OCC(=O)O)OCO3)cc1 (stereo not given)	99	nt	86	90	98	98	104	101
Cc1cc(=O)oc2cc(Oc3nc(-c4ccc(Cl)cc4)cn4c(-c5ccc(Cl)cc5)cnc34)ccc12	100	81	51	85	94	74	75	91
Cc1cc(NC(=O)COC(=O)c2sc3cc(F)ccc3c2Cl)no1	96	67	108	111	114	108	108	92
CC(C)(C)n1cc(-c2ccnc(NCCCNS(=O)(=O)c3ccc(Cl)cc3)n2)c(-c2ccc(F)c(O)c2)n1	120	92	84	68	85	78	100	136
O=C1N=C2SCCCN2/C1=C\c1cccc(OCc2ccc(Cl)cc2)c1	70	48	34	43	62	36	67	nt
Fc1ccc(NCc2ccc3cc2OCC#C/C=C\C#CCO3)cc1	118	81	94	nt	68	60	99	nt
CCOC(=O)C1=C(C)NC(=O)NC1c1c(Cl)n(-c2ccccc2)c2ccccc12 (stereo not given)	87	3.2*	69	43	68	79	54	59
COc1cc(NCCCCCNC(C)C)c2ncccc2c1	92&87	117&106	133&83	104&91	98&107	88&104	106&98	82
Clc1ccc(C(c2cccc(Cl)c2)C(Cl)Cl)cc1 (stereo not given)	83	81	89	75	90	70	103	80
Cc1ccc(S(=O)(=O)Nc2ccc3ncccc3c2[N+](=O)[O-])cc1	103	83	105	115	101	114	117	nt
O=C(O)c1nc(-c2ccccc2)oc1N1CCOCC1	97	107	nt	94	107	105	97	85
Cc1oc(=O)oc1CN1CCN(c2cc3c(cc2F)c(=O)c(C(=O)O)c2n3C(C)C2)CC1 (stereo not given)	nt	97	94	nt	104	102	106	103
N#Cc1ccc(O)c(C2=NCC(c3ccccn3)O2)c1 (stereo not given)	55	67	91	91	74	86	97	82
c1ccc2[nH]c(Cc3nc4ccccc4[nH]3)nc2c1	99	28	100	126	72	110	101	85
CCCCOC(=O)C1OC(Oc2ccc3c(C)cc(=O)oc3c2)[C@@H](OC(C)=O)C(OC(C)=O)C1OC(C)=O (stereo not given in full)	99	94	88	106	98	107	101	98
COc1cc([C@@H]2c3cc4c(cc3[C@H](O)[C@H]3COC(=O)[C@@H]23)OCO4)cc(OC)c1OC	16	0.8*!	-8.6*	8.3*!	-20*!	4.6*!	-44*	-7.6*!
COc1ccc(/C=C/c2nc3ccccc3c(=O)n2-c2ccc(C#Cc3ccccc3)cc2C)cc1	108	78	81	67	54	83	88	nt
Cc1cc(=O)oc2cc(Oc3ccc(C(=N)N)cc3)ccc12	100	95	78	77	94	83	94	61
COc1ccc(-c2nc(/N=C/c3ccc(O)c(O)c3O)n[nH]2)cc1	43	54	56	88	84	74	86	81
CN1c2ccccc2C(=O)N(NC(=O)Nc2ccccc2)C1c1ccc([N+](=O)[O-])cc1 (stereo not given)	102	103	96	101	100	104	102	110
ClC(Cl)(c1ccccc1)c1ccc(-c2ccccc2)cc1	72	60	57	37	88	86	35	94

Continued:
SMILES	HOP-62	CCRF-CEM	SR	K-562	RPMI-8226	MOLT-4	MDA-MB-435	HOP-92
O=C1CC(=NCC(=O)n2cnc3ccccc32)NN1	85	103	nt	94	109	100	101	103
Cc1cc(N2CCN(c3ccnc4cc(Cl)ccc34)CC2)nc(N2CCOCC2)n1	92	92	81	56	59	67	89	66
C[S+](C)CC(=O)c1ccc(Br)cc1	100	nt	nt	nt	109	nt	124	129
Cc1cccc(C(=O)C=C(C(F)(F)F)C(F)(F)F)c1	99	nt	96	106	95	100	99	88
COc1cc(/C=N/Nc2ccc([N+](=O)[O-])cc2)cc(OC)c1OC	97	nt	71	68	58	72	104	74
CN1CCN(c2nc3scc(-c4ccccc4)c3c(=O)[nH]2)CC1	103	103	94	96	97	95	100	99
Cc1cc(O)ccc1C1=NN(c2ccc(S(C)(=O)=O)cc2)C(=O)CC1	nt	70	12	21	nt	53	-8.2*	93
COC12C=CC34c5ccccc5C(=O)N3c3ccccc3C(O1)C4C2 (stereo not given)	107	88	85	92	93	91	112	93
O=C(Nc1ccc(F)cc1)c1nscc1NCc1ccc2c(c1)OCO2	109	93	109	100	97	109	104	84
CC(=O)OCC1O[C@@H](OC(C)=O)[C@@H](NC(=O)NS(=O)(=O)c2ccccc2Cl)C(OC(C)=O)[C@@H]1OC(C)=O (stereo not given in full)	nt	105	88	100	111	113	110	120

Structures shown so far with fluorine:
SMILES	HOP-62	CCRF-CEM	SR	K-562	RPMI-8226	MOLT-4	MDA-MB-435	HOP-92
CCCSc1nc(Nc2ccc(C(C)=O)cc2)c(C#N)c(-c2ccc(F)cc2)n1	37	93	86	80	101	92	91	49
Oc1ccc(Cl)cc1-c1cc(-c2ccc(F)cc2)n[nH]1	62	nt	nt	63	28	61	83	65
CN1CCN(Cc2ccc(NC(=O)c3cncc(C#Cc4cncc5nccnc45)c3)cc2C(F)(F)F)CC1	54	58	64	10	37	37	22	-12*
N/C(=N\S(=O)(=O)c1cccc(C(F)(F)F)c1)Nc1nc2ccccc2[nH]1	79	94	nt	68	90	84	65	81
O=c1c2cccc(F)c2sc2c(NCc3ccccc3)nc3ccccc3c12	94	102	70	95	nt	93	108	90
Cc1cc(NC(=O)COC(=O)c2sc3cc(F)ccc3c2Cl)no1	96	67	108	111	114	108	108	92
CC(C)(C)n1cc(-c2ccnc(NCCCNS(=O)(=O)c3ccc(Cl)cc3)n2)c(-c2ccc(F)c(O)c2)n1	120	92	84	68	85	78	100	136
Fc1ccc(NCc2ccc3cc2OCC#C/C=C\C#CCO3)cc1	118	81	94	nt	68	60	99	nt
Cc1oc(=O)oc1CN1CCN(c2cc3c(cc2F)c(=O)c(C(=O)O)c2n3C(C)C2)CC1 (stereo not given)	nt	97	94	nt	104	102	106	103
Cc1cccc(C(=O)C=C(C(F)(F)F)C(F)(F)F)c1	99	nt	96	106	95	100	99	88
O=C(Nc1ccc(F)cc1)c1nscc1NCc1ccc2c(c1)OCO2	109	93	109	100	97	109	104	84

Screens from PubChem.
